High-throughput results: PubChem, National Center for Advancing Translational Sciences (NCATS)
AmpC inh det: AmpC beta-lactamase inhibition, detergent assay; AID 584; P00811; purified AmpC, nitrocefin hydrolysis with detergent; Potency, µM (doses to about 28.7 µM), for the others: top-dose activity change, negative = inhibition; hit rate 0.09% among 71,000; active means well fitted curve in the direction sought with a large enough effect
Target sequence (P00811 whole entry, looked up): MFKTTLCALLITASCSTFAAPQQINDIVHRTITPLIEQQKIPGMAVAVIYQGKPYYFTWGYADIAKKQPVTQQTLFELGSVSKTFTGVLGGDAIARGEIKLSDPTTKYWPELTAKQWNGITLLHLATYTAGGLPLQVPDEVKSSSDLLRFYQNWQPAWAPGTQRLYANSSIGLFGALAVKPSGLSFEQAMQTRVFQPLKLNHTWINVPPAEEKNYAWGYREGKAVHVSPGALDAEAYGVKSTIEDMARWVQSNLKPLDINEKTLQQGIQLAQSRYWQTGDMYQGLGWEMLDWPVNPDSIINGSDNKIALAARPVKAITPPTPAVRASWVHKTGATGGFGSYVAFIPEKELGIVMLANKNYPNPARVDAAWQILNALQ
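E. coli AmpC (5.3 nM) in 20 mM phosphate pH 7.0 with 0.01% Triton X-100, preincubated 15 min RT with compound; nitrocefin (2 uL of 800 uM stock) hydrolysis followed by 480 nm absorbance every 20 s over 4 min.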
Numbers without * were called inactive; [ ] = remark or other dose. On the % scale 0 is the no-effect control and ±100 the full control effect; potency means the concentration at half of the fitted maximal effect. Only part of the results is shown; rates above refer to the full screens.

cpd	SMILES	AmpC inh det
1	CCOC(=O)c1ccc(NC(=O)CSc2nnc(Cc3cccs3)n2C)cc1	-6%
2	CC(C)c1ccc(NC(=O)C(c2ccc3c(c2)OCO3)N2CCC3(CC2)OCCO3)cc1 (centres undefined)	-2%
3	Nc1nnc2c(n1)CCCC2	0%
4	N#Cc1cccc(NC(=O)N2CCCC3(CCN(C(=O)Oc4ccccc4)CC3)C2)c1	1%
5	c1ccc2c(NC3CCNCC3)nc(-c3ccoc3)nc2c1	12%
6	CC(C)(CNC(=O)c1cc2ccccc2o1)N1CCOCC1	-3%
7	Cc1c(C)n(C)c2ccc(C(=O)NCc3cccs3)cc12	15%
8	CCOc1cccc2cc(-c3cn4cc(C)ccc4n3)c(=O)oc12	-2%
9	O=C1c2cccnc2C(=O)N1Cc1ccco1	-4%
10	O=c1c2[nH]c3ccccc3c2ncn1CCCn1ccnc1	-3%
11	CCOc1ccc(/C(=N\O)C(C)NO)cc1 (centres undefined)	10%
12	Cc1ccc(O)c(NC(=O)C2CC(c3c(F)cccc3Cl)=NO2)c1 (centres undefined)	-1%
13	CCOC(=O)c1cnc(=O)[nH]c1C	-1%
14	COC(=O)c1[nH]c2ccccc2c1NC(=O)CN1CCN(C(=O)c2ccco2)CC1	-3%
15	CC(C)CCn1c(=O)c2ccccc2n2c(CN3C(=O)NC4(CCC(C)CC4)C3=O)nnc12 (centres undefined)	-4%
16	Cc1ccc2nc(N3CCN(Cc4ccc(F)cc4)C3=O)c(C)cc2c1	2%
17	Cc1ccccc1Nc1nc(N)nc(CSc2nnnn2-c2ccccc2)n1	-3%
18	CCOC(=O)C1C2C=CC3(CN(c4ccc(Cl)c(F)c4)C(=O)C13)O2 (centres undefined)	10%
19	CCC(CC)C(=O)NCCc1cc2c(OC)ccc(OC)c2[nH]c1=O	-2%
20	COc1ccccc1N1CCN(C(=O)c2ccc(S(=O)(=O)N3CCCCC3)cc2)CC1	-8%
21	CCCC(=O)Nc1cccc(-c2nc3cc(C)c(C)cc3o2)c1	-1%
22	COc1ccc(NC(=O)NCc2ccccn2)cc1OC	-3%
23	COc1ccccc1C(=O)N1CCN(C2CCN(Cc3ccccc3)CC2)CC1	-1%
24	COc1ccc(CN(Cc2cccnc2)S(=O)(=O)c2ccc(-n3cnnn3)c(C)c2)cc1OC	-2%
25	O=C1c2ccccc2C(Nc2ccc3c(c2)OCCO3)N1Cc1ccccc1 (centres undefined)	12%
26	Cc1ccc(C)c(OCC(=O)Nc2nonc2NC(=O)COc2cc(C)ccc2C)c1	-4%
27	O=C1C[C@H]2OCCC=C3CN4CC[C@@]56c7ccccc7N1[C@@H]5[C@H]2[C@H]3C[C@@H]46	3%
28	Cc1ccc(-c2nnc3sc(-c4ccc5c(c4)OCCO5)nn23)cc1	-6%
29	O=C1NC2=C(C(=O)CCC2)C(c2ccc3ncccc3c2)N1 (centres undefined)	18%
30	Cn1c2ccc(Cl)cc2c2nc3ccccc3nc21	14%
31	O=C(C1CC1)N1CCc2cc(S(=O)(=O)NC3CCN(Cc4ccccc4)CC3)ccc21	-5%
32	COc1cc(OC)cc(C(=O)NCC(=O)N2CCCCC2)c1	-4%
33	Cc1cc(C(=O)CSCCCn2c(=O)[nH]c3ccccc32)c(C)n1C	-1%
34	CCCCn1nnnc1NCc1cc(OC)c(OC)c(OC)c1	0%
35	COc1ccc2c(c1)c1ncn(Cc3ccco3)c(=O)c1n2C	-1%
36	CCOc1ccc(C2N(c3ccc(F)cc3)C(=O)C3CCCN32)cc1 (centres undefined)	6%
37	CCn1c(-c2ccc(N(C)C)cc2)nc2ccccc21	-2%
38	Cn1c(O)c(/C=N/c2ccccn2)c(=O)n(C)c1=O	-2%
39	COc1cccc(-c2cc(C(=O)N3CCCCCC3)no2)c1	0%
40	CSc1cccc(NC(=O)CN(c2ccc(C)cc2C)S(C)(=O)=O)c1	-2%
41	CC(=O)c1c(C)nc2nonc2c1N	-5%
42	CC(=O)NC12CC3CC(C1)CC(C(=O)OCC(=O)Nc1ncc(Cl)c(C)c1Cl)(C3)C2	-6%
43	COc1ccccc1NC(=O)CN1CCC(n2c(C)nc3cc(F)ccc32)CC1	10%
44	COc1ccccc1NC(=O)CC1C(=O)NCCN1C(=O)Nc1ccc(Cl)c(Cl)c1 (centres undefined)	-4%
45	COC(=O)CCC(=O)Nc1cccc(Cl)c1	2%
46	CCCn1c(SCC(=O)NCc2ccco2)nnc1C(C)C	4%
47	O=S(NCc1ccco1)C12CC3CC(CC(C3)C1)C2 (centres undefined)	-2%
48	C(CCOCC1CO1)COCC1CO1 (centres undefined)	10%
49	CCc1ccc(NS(=O)(=O)c2cc(OC)ccc2OC)cc1	7%
50	Cc1nn(-c2ccccc2)c2[nH]c(=O)c(CNCCN3CCOCC3)cc12	-6%
51	CCOC(=O)c1[nH]c2c(c1C)C(=O)CC(c1ccc(F)cc1)C2 (centres undefined)	16%
52	COc1ccc(-c2nc(CSCC(=O)N3CCc4ccccc43)c(C)o2)cc1OC	-6%
53	O=C(C1CCCCC1)N1CCC(c2nc3c(nnn3Cc3c(F)cccc3Cl)c(=O)[nH]2)CC1	-5%
54	Cc1ccc(S(=O)(=O)Cc2csc(N)n2)cc1	-3%
55	COc1ccccc1CNC(=O)CCCn1c(=O)c2ccccc2n(CC(=O)NC2CCCC2)c1=O	9%
56	O=C(NCC(=O)N(CC1CCCO1)C(C(=O)NC1CCCCC1)c1ccc(F)cc1)c1ccco1 (centres undefined)	1%
57	CCCOC(=O)c1cccc(NC(=O)c2cccnc2)c1	6%
58	CCn1nc(CC(=O)Nc2nnc(CC(=O)N3CCCC3)s2)c2ccccc2c1=O	22%
59	CC1CCCCC1NC(=O)CSc1nc2ccccc2c(=O)n1Cc1ccco1 (centres undefined)	0%
60	COc1ccc(-n2c(SCC(=O)NCc3cccs3)nnc2-c2ccoc2C)cc1	0%

Continuation:
cpd	SMILES	AmpC inh det
61	O=c1cc(-c2ccncc2)oc2ccccc12	4%
62	Cn1c(=O)cc(OCC(=O)NCCCN2CCN(c3cccc(Cl)c3)CC2)c2ccccc21	6%
63	CCOC(=O)c1c(NS(C)(=O)=O)sc2c1CCC(C)C2 (centres undefined)	6%
64	O=C1C(Cl)=C(NC2CCc3ccccc32)C(=O)c2ncccc21 (centres undefined)	11%
65	OC1(c2cccnc2)CC2CCC(C1)N2Cc1nnnn1Cc1ccccc1 (centres undefined)	3%
66	O=C1CC(c2ccccc2)CC(O)=C1C=NCCCN1CCOCC1 (centres undefined)	-2%
67	Cc1occc1C(=O)Nc1cccc(C(=O)NCc2ccccc2)c1	-1%
68	CCOC(=O)C1CCN(C(=O)C2CCN(S(=O)(=O)c3c(C)noc3C)CC2)CC1	-4%
69	COc1cccc(-c2nc(S(=O)(=O)c3ccccc3)c(N3CCOCC3)o2)c1	-2%
70	CCOC(=O)c1c(C)[nH]c(C(=O)COC(=O)c2ccccc2NC(=O)c2ccco2)c1C	-3%
71	C=C1CSc2nc(=O)c3c4c(sc3n21)CCCC4	7%
72	O=C(CSCSCC(=O)NCC1CCCO1)NCC1CCCO1 (centres undefined)	19%
73	O=C(COc1ccccc1)Nc1nn[nH]n1	-3%
74	CCCn1nc(NS(C)(=O)=O)c2cc3cccc(C)c3nc21	-5%
75	O=c1c(-c2cccs2)nc2cnc(N3CCNCC3)nc2n1C1CC1	0%
76	COc1cccc(C(CC(=O)NCCN2CCOCC2)NS(=O)(=O)c2ccc(C)cc2)c1OC (centres undefined)	0%
77	CCCCn1c(SCC(=O)N2CC(=O)Nc3ccccc32)nnc1-c1ccoc1C	10%
78	COc1cccc(Oc2cn[nH]c2-c2ccc(O)cc2O)c1	-3%
79	COCCCn1c2nc3ccccc3nc2c2c(=O)n(-c3ccccc3OC)cnc21	-7%
80	CCCc1cc(=O)n2[nH]c(C)nc2n1	15%
81	CCNc1nc(NCC)nc(OCCNS(=O)(=O)c2cc(C)ccc2C)n1	1%
82	O=C(NC[P+](=O)O)OCc1ccccc1	13%
83	CC(C)Oc1ccc(C2NC(=O)NC2=O)cc1 (centres undefined)	-14%
84	CC1=C(C(=O)OC(C)C)C(C)C(C(=O)OC(C)C)=C(C)N1	-4%
85	CN(C(=O)CN1CCC(NC(=O)C2CCCCC2)CC1)C1CCCCC1	-7%
86	CCOC(=O)C1CCCN(c2c(NCCCN3CCCC(C)C3)c(=O)c2=O)C1 (centres undefined)	14%
87	Fc1cccc(-c2cc3nc4c(c(N5CCOCC5)n3n2)CCCC4)c1	-8%
88	CC(C)C1=C2CCCCC2NC(=O)N1 (centres undefined)	-2%
89	c1ccc(Cn2nnnc2C(c2cccs2)N2CCCCCC2)cc1 (centres undefined)	-1%
90	Cc1ccccc1-n1c(Cn2c(=O)sc3ccccc32)nnc1SCC(=O)Nc1nccs1	5%
91	CC(C)C(=O)Nc1nnn(C)n1	-3%
92	CN(C1CCCCC1)S(=O)(=O)c1ccc(S(=O)(=O)N2CCCC2)cc1	-8%
93	CCOc1ccc2c(c1)sc1nc(C(=O)OC)cc(=O)n12	0%
94	O=C(Cc1c(F)cccc1Cl)NCC1CCCO1 (centres undefined)	-1%
95	CN1CCN(C(=O)c2cc3c(ccc4ccccc43)oc2=O)CC1	16%
96	O=C(Cn1cnc2c(cnn2-c2ccc(F)cc2)c1=O)OCc1ccccc1	10%
97	O=C(C1CCC1)N(CCc1ccccc1)Cc1nc2ccccc2c(=O)[nH]1	12%
98	O=C(Cn1nnc(-c2ccc(S(=O)(=O)N3CCCC3)cc2)n1)Nc1ccccc1-n1cccc1	-3%
99	CN1C(=O)N(C)C2(c3ccccc3)NC(=O)NC12c1ccccc1 (centres undefined)	-1%
100	COc1ccc2nc(NC(=O)c3cnccn3)sc2c1	-4%
101	Cc1c(S(=O)(=O)Nc2ccc3c(c2)OCCO3)c(=O)n(C)c(=O)n1C	13%
102	CC(C)[C@@H](CC(=O)N[C@@H]1CCNC[C@H]1C(=O)N[C@H](CC(=O)N[C@@H](CCC(=O)O)CC(=O)O)Cc1ccccc1)NC(=O)C[C@H](CO)NC(=O)[C@@H]1CCCC[C@H]1N	-6%
103	Clc1ccc(-c2nnc3ccccn23)cc1	-2%
104	COc1ccc(-n2ncc3c(N4CCc5ccccc54)ncnc32)cc1	-4%
105	Cc1ccccc1OCC1Cn2c(nc3c2c(=O)[nH]c(=O)n3C)O1 (centres undefined)	-4%
106	Cc1nnc(N(Cc2ccco2)C(=O)c2ccno2)s1	14%
107	O=C(OCC(=O)N1CCOCC1)C(c1ccccc1)c1ccccc1	-5%
108	O=C(c1c(Cl)nc2sccn12)N(C(=O)c1c(Cl)nc2sccn12)c1ccc(Cl)cn1	-3%
109	Cc1ccc(OCC(O)Cn2c(N3CCOCC3)nc3c2c(=O)[nH]c(=O)n3C)cc1 (centres undefined)	-1%
110	Cc1sc2ncnc(Sc3nnnn3-c3ccc(Cl)cc3)c2c1C	-2%
111	CCC(c1nnnn1C1CCCC1)N1CCN(C(=O)c2ccco2)CC1 (centres undefined)	7%
112	NC(=O)C1CCC(NC(=O)OCc2ccccc2)CC1 (centres undefined)	-3%
113	COc1ccc(N=C2SC(CC(=O)Nc3ccc(OC)cc3OC)C(=O)N2C)cc1 (centres undefined)	-5%
114	CCOC(=O)c1sc(NC(=O)CSc2nc3c(cc2C#N)CCC3)c(C#N)c1C	-5%
115	Cn1nc(-c2ccc(N3CCCCC3)c(NC(=O)c3ccco3)c2)c2ccccc2c1=O	-6%
116	CCCCNC(=O)CC1C(=O)N(Cc2ccccc2)C(C)c2nc3ccccc3n21 (centres undefined)	0%
117	Cc1cccc(NC(=O)CCc2ccc(C)o2)c1	0%
118	COC(=O)c1cc(OC)c(OC)cc1NC(=O)CN1CCOCC1	-2%
119	CCCN[C@@H]1CCc2c(OC)cccc2[C@@H]1C	-1%
120	CSCCC(NS(=O)(=O)c1ccc2c(c1)oc(=O)n2C)C(=O)NC1CCC(C)CC1 (centres undefined)	5%
121	CC(CO)(CO)N=Cc1cc(I)cc(I)c1O	-1%[5.75 µM]
122	Clc1ccc(Cn2ncc3c(NCCN4CCOCC4)ncnc32)cc1	-4%

Arranged by heavy-atom count (rising): part of the list above.
cpd	SMILES	AmpC inh det
91	CC(C)C(=O)Nc1nnn(C)n1	-3%
103	Clc1ccc(-c2nnc3ccccn23)cc1	-2%
119	CCCN[C@@H]1CCc2c(OC)cccc2[C@@H]1C	-1%
94	O=C(Cc1c(F)cccc1Cl)NCC1CCCO1 (centres undefined)	-1%
100	COc1ccc2nc(NC(=O)c3cnccn3)sc2c1	-4%
93	CCOc1ccc2c(c1)sc1nc(C(=O)OC)cc(=O)n12	0%
110	Cc1sc2ncnc(Sc3nnnn3-c3ccc(Cl)cc3)c2c1C	-2%
92	CN(C1CCCCC1)S(=O)(=O)c1ccc(S(=O)(=O)N2CCCC2)cc1	-8%
104	COc1ccc(-n2ncc3c(N4CCc5ccccc54)ncnc32)cc1	-4%
97	O=C(C1CCC1)N(CCc1ccccc1)Cc1nc2ccccc2c(=O)[nH]1	12%
96	O=C(Cn1cnc2c(cnn2-c2ccc(F)cc2)c1=O)OCc1ccccc1	10%
114	CCOC(=O)c1sc(NC(=O)CSc2nc3c(cc2C#N)CCC3)c(C#N)c1C	-5%
109	Cc1ccc(OCC(O)Cn2c(N3CCOCC3)nc3c2c(=O)[nH]c(=O)n3C)cc1 (centres undefined)	-1%
115	Cn1nc(-c2ccc(N3CCCCC3)c(NC(=O)c3ccco3)c2)c2ccccc2c1=O	-6%
102	CC(C)[C@@H](CC(=O)N[C@@H]1CCNC[C@H]1C(=O)N[C@H](CC(=O)N[C@@H](CCC(=O)O)CC(=O)O)Cc1ccccc1)NC(=O)C[C@H](CO)NC(=O)[C@@H]1CCCC[C@H]1N	-6%
